# NCI-60 one-dose screen, 48 h, at 10 µM unless noted. Numbers give growth in % (100 = growth as untreated, 0 = no growth, -100 = all killed).
# T-47D – T-47D breast cancer; AID 1794792; 79,000 tested, 5% active
# MDA-MB-468 – MDA-MB-468 breast cancer; 78,000 tested, 8.5% active; AID 2202374
# SR – SR leukemia cells; 73,000 tested, 8.7% active
# HS 578T – HS 578T breast cancer. 78,000 tested, 4.1% active
# K-562 – K-562 leukemia; 78,000 tested, 7.4% active; AID 1794777
# BT-549 – BT-549 breast cancer | 78,000 tested, 4.4% active
# MDA-MB-231 – MDA-MB-231 breast cancer; AID 1794789; 81,000 tested, 5% active
# MCF7 – MCF7 breast cancer; 82,000 tested, 6.3% active; AID 1794796
# Starred values were filed as active, the others as inactive; / = no result given; & = joins results of further samples. The calls were made as follows: active = growth percent below 10; inactive = the rest.
SMILES,T-47D,MDA-MB-468,SR,HS 578T,K-562,BT-549,MDA-MB-231,MCF7
CSc1nc(N)nc2c1ncn2C,90,108,92,106,95,/,109,97
C=C1SC(=Nc2cccc(OC)c2)N(c2nc(Cl)nc(Cl)n2)C1(C)C,98,99,99,114,101,102,106,99
CCN(CC)c1ccc(C)cc1,100,117,101,103,106,/,128,97
CCOc1ccc(-n2nc(C(=O)Nc3cc(F)cc(F)c3)nc2-c2cc(OC)c(OC)c(OC)c2)cc1,56,77,62,76,/,101,64,79
Cc1ccc(/C=N/NC(=O)c2ccc3cccc(O)c3n2)cc1,98,89,80,103,88,96,91,71
CCCCCC(=O)OCCCC1CCCO1 (configuration not stated),109,102,112,101,101,108,114,97
COc1cc(-c2nn(C)nc2-c2cc3ccccc3s2)cc(OC)c1OC,57,40,22,19,8.4*,19,38,17
O=C(Nc1ccc(Br)cc1)C1(C(=O)Nc2ccc(Oc3ncnc4scc(Nc5n[nH]c(=S)s5)c34)cc2)CC1,96,97,68,97,72,106,101,78
NC(N)=NN=C1CCCCC1,86,96,100,107,101,98,97,99
COc1ccc(-c2cnc3sc4c(-c5ccccc5)n[nH]c(=O)c4n23)cc1,94,109,111,95,99,103,91,101

# The final four entries of the part before open the next one:
SMILES,T-47D,MDA-MB-468,SR,HS 578T,K-562,BT-549,MDA-MB-231,MCF7
COc1cc(-c2nn(C)nc2-c2cc3ccccc3s2)cc(OC)c1OC,57,40,22,19,8.4*,19,38,17
O=C(Nc1ccc(Br)cc1)C1(C(=O)Nc2ccc(Oc3ncnc4scc(Nc5n[nH]c(=S)s5)c34)cc2)CC1,96,97,68,97,72,106,101,78
NC(N)=NN=C1CCCCC1,86,96,100,107,101,98,97,99
COc1ccc(-c2cnc3sc4c(-c5ccccc5)n[nH]c(=O)c4n23)cc1,94,109,111,95,99,103,91,101
O=C(Nc1cccc2[nH]c(C(F)(F)F)nc12)c1cc(Cl)ccc1Cl,/,15,25,54,20,/,41,17
COc1cc2cc(C(=O)N3C[C@@H](CCl)c4c3cc(OC(=O)N(CCC(=O)N3CCN(C)CC3)C3CCCCC3)c3ccccc43)[nH]c2c(OC)c1OC,-43*,-92*,-39*,-34*,-21*,-94*,-61*,-60*
CC(=O)Nc1ccc(C(O)c2ccc(NC(C)=O)cc2)cc1,100,97,97,96,104,84,98,87
COc1ccc(-n2c(N)c(-c3nc4ccccc4[nH]3)cc(C#N)c2=O)cc1,78,93,/,50,94,75,91,88
COC(=O)[C@@]1(C)CC[C@]2(C)CC[C@]3(C)[C@@H](NC(=O)C[C@@H]4[C@@]5(C)CCC(=O)NC(C)(C)[C@@H]5CC[C@]43C)[C@@H]2C1,69,90,68,94,76,98,90,67
CCCCc1oc2ccccc2c1C(=O)c1cc(I)c(O)c(I)c1,96,109,103,102,93,92,98,117
c1ccc(Nc2nnc(-c3cccnc3)s2)cc1,100,100,/,102,117,/,99,92
Cc1cc2nc3c(=O)[nH]c(=O)nc-3n(CC(O)C(O)C(O)C(O)CO)c2cc1C (configuration not stated),96,101,108,107,101,104,102,97
CN(C)CN1CCN(c2ccc3nc(-c4ccc5nc(-c6ccc(C(F)(F)F)cc6)[nH]c5c4)[nH]c3c2)CC1,61,14,18,53,12,86,63,9.6*
CCCCCCCC(=O)OC[C@]1(C)CCC[C@]2(C)[C@@H]1CC[C@@]13C[C@@H](OCOC)[C@@](C)(CC[C@H]12)C3,83,104,99,112,100,112,115,109
C=CCC(CC=C)(CC=C)C(=O)CC,102,105,/,106,106,114,112,97
O=C(N/N=C/c1ccccc1O)c1ccccc1O,26,17,17,/,38,34,57,11
CCOC(=O)c1nc2c(Br)cc(Br)cn2c1C(=O)c1ccc(Br)cc1,82,96,103,97,107,97,103,93
O=C(CCc1nnc2sc(/C=C\c3ccccc3)nn12)c1nc2ccccc2[nH]1,61,77,63,83,2.2*,93,83,77
O=C(Nc1ccc(OS(=O)(=O)c2ccccc2)cc1)C1CCCCC1,85,103,47,103,61,84,73,97
CN1CCc2c(sc3ncnc(N/N=C/c4ccc(O)c(O)c4)c23)C1,85,24,42,89,51,94,54,60
COc1cc(C(=O)n2nc(N3CCOCC3)c3cc(-n4cccc4)ccc32)cc(OC)c1OC,60,49,6.9*,68,52,56,55,52
CS(=O)(=O)c1ccc(C(=O)N/N=C/c2ccc3c(c2)OCO3)cc1,97,109,110,100,86,109,107,95
CC(=O)Oc1ccccc1C(C)=O,86,95,99,105,100,96,102,94
O=C1Cc2cc(CCN3CCNCC3)c(Cl)cc2N1,83,11,/,30,/,59,36,25
CSc1nn2c(-c3cc4ccccc4oc3=O)ccnc2c1C#N,87,104,99,99,105,99,91,69
NS(=O)(=O)c1nc2ccccc2[nH]1,92,102,106,102,120,101,95,102
O=C(Oc1ccc(-c2ccccc2)cc1)c1ccco1,95,103,100,109,106,105,99,104
CCOC(=O)c1ccc(N2NC(=O)/C(=C/c3ccc([N+](=O)[O-])o3)C2=O)cc1,109,106,/,113,114,100,133,89
Clc1ccc(-c2nn(-c3ccccc3)cc2-c2nc3ccccc3[nH]2)cc1,67,61,57,87,58,104,83,60
C=C1C(=O)O[C@H]2[C@H]1CC/C(COC(=O)Nc1nc3ccccc3[nH]1)=C\CC[C@@]1(C)O[C@@H]21,50,37,16,94,13,77,66,20
CCOC(=O)c1c(Nc2ccccc2)nn2c(-c3ccccc3)ccnc12,91,98,74,92,64,145,82,92
Cc1cc(C)c(NC(=O)c2ccccc2)cc1N,89,108,87,105,93,88,82,74
O=C1NC(=S)NC(=O)C1=Cc1cc(-c2ccccc2)n(-c2ccccc2)n1,102,93,105,92,104,96,90,93
NC1=NC(c2ccccc2Cl)N=C(Nc2nn[nH]n2)N1 (configuration not stated),99,103,/,103,100,107,/,93
CC(C)(C)OC(=O)N1C/C(=C\c2ccccc2F)C(=O)/C(=C/c2ccccc2F)C1,86,109,96,105,104,106,110,86
CC(O)CCNC(C(=O)c1ccccc1)c1ccccc1 (configuration not stated),90&103,106&114,92&109,102&111,90&99,105&96,93&105,100&102
Nc1nc2ncc(CNc3ccc(C(=O)N[C@@H](CCC(=O)O)C(=O)O)cc3)nc2c(=O)[nH]1,96,105,91,116,/,97,97,96
O=C(Cc1cccc(Cl)c1)c1ccccc1,105,118,98,102,111,98,101,113
NS(=O)(=O)c1cccc(Nc2nc(SCC(=O)c3ccc([N+](=O)[O-])cc3)nc3c2CCC3)c1,62,82,76,97,70,116,78,80
CCOC(=O)Cc1cnn(C)c1-n1nnc2ccc(Cl)cc2c1=O,95,95,92,97,97,110,93,107
O=c1[nH]nc(-c2ccccc2I)c(=O)[nH]1,86,/,115,108,106,111,103,88
OCC1OCOC(CO)C1O (configuration not stated),/,97,103,100,107,98,/,96
CCCCCCCCNc1ncnc2[nH]ncc12,48,49,53,97,48,71,69,77
NC(=O)c1cccc(-n2ccc3cc(NC(=O)Nc4cccc(C(F)(F)F)c4)ccc32)n1,68,90,53,71,78,90,78,63

# Reprinted from the part before: seven entries, followed by the next part.
SMILES,T-47D,MDA-MB-468,SR,HS 578T,K-562,BT-549,MDA-MB-231,MCF7
O=C(Cc1cccc(Cl)c1)c1ccccc1,105,118,98,102,111,98,101,113
NS(=O)(=O)c1cccc(Nc2nc(SCC(=O)c3ccc([N+](=O)[O-])cc3)nc3c2CCC3)c1,62,82,76,97,70,116,78,80
CCOC(=O)Cc1cnn(C)c1-n1nnc2ccc(Cl)cc2c1=O,95,95,92,97,97,110,93,107
O=c1[nH]nc(-c2ccccc2I)c(=O)[nH]1,86,/,115,108,106,111,103,88
OCC1OCOC(CO)C1O (configuration not stated),/,97,103,100,107,98,/,96
CCCCCCCCNc1ncnc2[nH]ncc12,48,49,53,97,48,71,69,77
NC(=O)c1cccc(-n2ccc3cc(NC(=O)Nc4cccc(C(F)(F)F)c4)ccc32)n1,68,90,53,71,78,90,78,63
O=C(Nc1ccc(C(=O)/C=C/c2ccc(N3CCOCC3)cc2)cc1)Nc1ccc([N+](=O)[O-])cc1,73,91,94,111,69,108,95,76
O=C(NCc1cccnc1)c1ncoc1-c1ccc2c(c1)OCCO2,116,82,96,/,113,92,101,119
C=CCN1C(=O)c2cccc3c(N4CCCC4)ccc(c23)C1=O,75,88,78,107,101,84,88,90
C=C1[C@]2(C(=O)OC)C3OC3(C)C(O)[C@@]1(C)CC1[C@@]3(C)CC[C@H](O)C(C)(C)C3CC[C@]12C (some centres not stated),94,100,90,101,94,107,97,90
O=C(/C=C/CN1CCOCC1)Nc1cc2c(Nc3ccc(F)c(Cl)c3F)ncnc2cc1OCCOC(F)F,1.5*,-18*,61,23,52,54,34,61
COc1ccc(-n2c(SCC(=O)NNC(=S)NC(=O)c3ccccc3)nc3ccc(Cl)cc3c2=O)cc1,88,79,72,94,76,99,94,94
O=[N+]([O-])c1ccccc1C(O)Cc1ccccn1 (configuration not stated),93,113,/,126,100,101,96,109
COC(=O)C1(C(C)C(=O)c2ccccc2)NC(=S)NC(=O)C1C#N (configuration not stated),114,93,88,103,106,117,102,95
COc1cc(NCCCCCCN)c2ncccc2c1,115,99,76,/,80,97,96,95
O=C1CC2(CCCCC2)CC(=O)N1,100,106,98,105,97,105,113,98
O=c1[nH]c(CN/N=C/c2ccc(O)cc2)nc2ccccc12,100,97,87,105,87,113,100,94
COc1ccc(NC(=O)CC(C)=O)c(OC)c1,84,120,95,107,98,128,103,120
O=C1CN(C2=Nn3c(nnc3-c3cc(C(F)(F)F)cc(C(F)(F)F)c3)SC2)CCN1,97,97,/,100,114,100,110,111
Cc1ccc[n+](CC(=O)c2cccc3ccccc23)c1,92,80,112,106,102,94,130,99
COc1cc2c(cc1-c1c(C)noc1C)ncc1nc(C3CCC(F)(F)CC3)n([C@@H](C)COC(F)F)c12,29,39,25,8.6*,25,56,42,14
COc1ccc(N2N=C(c3ccc4c(c3)OCO4)CC2c2cccc(NC(=O)CCNS(=O)(=O)c3ccc(OC)cc3)c2)cc1 (configuration not stated),48,62,43,59,42,91,56,53
O=c1c(F)cn2c(=O)n1Cc1ccccc1C2,59,/,73,83,75,84,58,103
O=CN1N=C(c2ccc(Cl)cc2)CC1c1cn(-c2ccccc2)nc1-c1ccc(Cl)cc1 (configuration not stated),82,103,104,101,94,102,111,93
COc1ccc(C2=C(c3ccccc3)C(=O)C(c3ccccc3)=C2c2ccccc2)cc1,43,89,48,/,46,/,88,43
O=C1NC(=O)/C(=C/C=C/c2ccccc2)S1,61,63,/,93,31,/,83,19
O=C(O)CCCCC1CCCCC1,96,105,87,113,96,97,117,98
FC(F)(F)c1cc(-c2nnc3n2NC(=NC2CC2)CS3)cc(C(F)(F)F)c1,86,99,/,100,117,/,104,103
C[C@@H]1CN(c2ccc3ncc(C#Cc4cncc(C(=O)Nc5ccc(CN6CCN(C)CC6)c(C(F)(F)F)c5)c4)n3n2)C[C@H](C)O1,15,-77*,-24*,-37*,-12*,-27*,-25*,-64*
COc1ccc(-c2cc(-c3c(C)oc4cc5occc5c(OC)c4c3=O)[nH]c(=O)c2C#N)cc1OC,95,111,105,102,97,111,99,92
O=C1CC(C(=O)O)C2(CCCCC2)O1 (configuration not stated),107,107,/,101,104,106,113,93
CC(c1ccccc1)N(C)C (configuration not stated),112,86,67,153,28,101,99,100
NC(=O)c1ccc[n+](Cc2ccccc2)c1,106,98,109,99,113,118,105,103
O=C(N/N=C/C=C\c1ccccc1)C(=O)N/N=C/C=C/c1ccccc1,100,105,103,116,113,102,111,100
Nc1c(Cl)ncnc1NCCO,110,96,118,105,106,126,104,99
COc1ccc(COc2ccc(/C=C3/C(=O)Nc4ccc(Cl)cc43)cc2OC)cc1,105,94,76,103,93,113,100,78

# A few values from the entries so far.
# For SR, `CC(c1ccccc1)N(C)C` (configuration not stated) shows 67
# For HS 578T, `O=C(O)CCCCC1CCCCC1` shows 113
